Screens deposited in PubChem BioAssay by National Center for Advancing Translational Sciences (NCATS).
GLS inh: inhibitors of human glutaminase (GLS); O94925; GLS enzymatic activity, qHTS titration; Potency, µM (doses to about 45.5 µM), inactives show at the highest dose activity change, negative = inhibition, hits mostly inhibitors; actives 0.21% (n = 410,000); AID 624170; also: potency is read from the fitted curve at half-maximal effect; % is scaled to controls: 0 for no effect and ±100 for the full control effect
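Enzyme dispensed in phosphate buffer (45 mM, pH 8.2, 0.02% Tween-20), compounds pinned in, then 1 mM L-glutamine solution and the glutamate oxidase–HRP–Amplex Red mix added; fluorescence read immediately and again after 30 min at room temperature.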
Pin1 inh: human Pin1 inhibition; Pin1 FP peptide displacement, HiFluor488, 10 min; actives 0.009% (n = 390,000); Potency, µM (top dose mostly 115 µM), for inactives: top-dose activity, negative = inhibition, actives largely listed as inhibitors; Q13526; AID 504891; active = well fitted inhibition curve with a large enough effect in the polarisation, with a control signal flat, not every such curve was filed as active; inconclusive = small, poorly fitted or top-dose-only effect, or effect the other way, or a change in a side signal; inactive = no such curve, though single readings can be large or run the other way; the % refers to the polarisation; also: potency is read from the fitted curve at half-maximal effect; % is scaled to controls: 0 for no effect and ±100 for the full control effect
TrxR1 inh: inhibitors of rat thioredoxin reductase 1; recombinant rTrxR1, NADPH fluorescence consumption, selenite substrate; Potency, µM (series often up to 114 µM), for the others: at the highest dose activity change, negative = inhibition, usual class: inhibitors; actives 1% (n = 390,000); AID 588453; also: potency is read from the fitted curve at half-maximal effect; % is scaled to controls: 0 for no effect and ±100 for the full control effect; nearly all actives have a fitted effect of over 65% in size
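Rat TrxR1 (90 nM in the dispensed reagent) was pre-reduced with 400 uM NADPH for 5 min at room temperature, then incubated with compound for 15 min. After 400 uM selenite was added, NADPH fluorescence (Ex 340/Em 450 nm) was followed for 8 min.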
USP1 inh: inhibitors of human USP1/UAF1 deubiquitinase | recombinant USP1/UAF1, Ub-Rhodamine cleavage fluorescence | AID 743255 | actives 0.23% (n = 390,000) | Potency, µM (highest dose often 57.1 µM), inactives show at the top dose activity change, negative = inhibition, hits mostly inhibitors; also: potency is read from the fitted curve at half-maximal effect; % is scaled to controls: 0 for no effect and ±100 for the full control effect; nearly all actives have a fitted effect of over 60% in size; inactives centre near -12
Target sequence (O94782 whole entry, looked up): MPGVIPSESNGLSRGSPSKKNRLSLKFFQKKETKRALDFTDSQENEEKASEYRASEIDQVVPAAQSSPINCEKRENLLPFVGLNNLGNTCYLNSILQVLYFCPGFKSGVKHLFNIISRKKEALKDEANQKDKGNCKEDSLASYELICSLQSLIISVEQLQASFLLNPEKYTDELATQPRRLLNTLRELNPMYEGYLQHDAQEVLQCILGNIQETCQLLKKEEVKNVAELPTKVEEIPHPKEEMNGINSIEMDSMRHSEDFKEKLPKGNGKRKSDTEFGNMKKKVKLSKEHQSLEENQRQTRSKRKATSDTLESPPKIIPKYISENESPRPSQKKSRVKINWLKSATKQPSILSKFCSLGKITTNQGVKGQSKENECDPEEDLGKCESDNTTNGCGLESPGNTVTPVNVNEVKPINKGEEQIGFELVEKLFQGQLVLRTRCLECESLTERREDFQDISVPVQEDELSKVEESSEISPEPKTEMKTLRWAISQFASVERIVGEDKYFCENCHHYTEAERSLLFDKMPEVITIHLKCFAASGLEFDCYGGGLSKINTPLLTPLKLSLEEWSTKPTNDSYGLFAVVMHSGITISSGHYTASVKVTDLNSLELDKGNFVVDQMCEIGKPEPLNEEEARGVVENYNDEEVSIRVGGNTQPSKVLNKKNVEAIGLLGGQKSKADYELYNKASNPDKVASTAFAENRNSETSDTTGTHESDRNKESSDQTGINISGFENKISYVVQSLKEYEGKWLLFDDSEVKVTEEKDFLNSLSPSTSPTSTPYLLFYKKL
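USP1/UAF1 complex (1 nM) preincubated 15 min at room temperature with compound, then Ub-Rho substrate (150 nM final) added. Kinetic fluorescence at 480/540 nm over 6 reads at 60 s intervals; 50 mM HEPES pH 7.8, 0.5 mM EDTA, 0.1 mg/ml BSA, 1 mM TCEP, 0.01% Tween-20.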
HP1b chromo inh: HP1-beta chromodomain-methylated histone interaction inhibition. P83916. AlphaScreen HP1-beta / biotin-H3K9me3 peptide binding. Potency, µM (titrated, usually from 114 µM), for inactives: at the highest dose activity change, negative = inhibition, hits mostly inhibitors. actives 0.56% (n = 390,000); also: potency is read from the fitted curve at half-maximal effect; nearly all actives have a fitted effect of over 70% in size; inactives centre near 23
Target sequence (P83916 whole entry, looked up): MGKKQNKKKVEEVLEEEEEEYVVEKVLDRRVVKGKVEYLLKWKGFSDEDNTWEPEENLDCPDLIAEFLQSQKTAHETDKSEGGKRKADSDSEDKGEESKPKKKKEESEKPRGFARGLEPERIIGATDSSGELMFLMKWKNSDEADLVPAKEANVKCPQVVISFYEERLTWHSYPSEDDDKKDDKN
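Compound inhibition of the preformed complex between 50 nM HP1-beta and 50 nM biotinylated H3K9me3 peptide was read by AlphaScreen. Buffer was PBS pH 7.4 with 0.01% Tween-20. Incubations ran 30 min at room temperature, with 10 ug/mL donor/acceptor beads.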
IDH1 R132H inh: human IDH1 R132H inhibition. IDH1-R132H enzyme, NADPH consumption, diaphorase/resazurin fluorescence. O75874. actives 0.093% (n = 390,000). Potency, µM (doses to about 76.6 µM), inactives show top-dose activity change, negative = inhibition, actives largely listed as inhibitors. AID 602179; also: potency is read from the fitted curve at half-maximal effect; % is scaled to controls: 0 for no effect and ±100 for the full control effect; nearly all actives have a fitted effect of over 65% in size
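IDH1-R132H (0.5 ug/mL dispensed) in pH 7.5 Tris buffer was preincubated 30 min with compound, then given a substrate mix of 0.016 mM NADPH and 2 mM alpha-KG for 80 min at room temperature; remaining NADPH was read by diaphorase/resazurin fluorescence.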
PGK inhibitor: blocks T. brucei phosphoglycerate kinase; PGK/GAPDH coupled, Kinase-Glo luminescence, 60 min; Potency, µM (titrated, usually from 57.5 µM), inactives show at the highest dose activity change, negative = inhibition, usual class: inhibitors; actives 0.043% (n = 380,000); also: potency is read from the fitted curve at half-maximal effect; % is scaled to controls: 0 for no effect and ±100 for the full control effect; nearly all actives have a fitted effect of over 60% in size
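Recombinant glycosomal PGK reaction used 1,3-bisphosphoglycerate generated in-well by GAPDH (100nM final) in 100mM TEA pH 7.6, 5mM MgCl2, 0.01% Tween-20. After 60 minutes at room temperature, ATP was read by Kinase-Glo Plus luminescence end-point.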
TrxR1 substrate: is turned over as a substrate by rat TrxR1 | actives 0.01% (n = 390,000) | purified TrxR1 substrate turnover, NADPH consumption readout | AID 588456 | Potency, µM (highest dose often 114 µM), without a hit: at the highest dose activity change, negative = substrate turnover; also: potency is read from the fitted curve at half-maximal effect; % is scaled to controls: 0 for no effect and ±100 for the full control effect; nearly all actives have a fitted effect of over 50% in size
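Rat TrxR1, dispensed at 90 nM, was prereduced with 400 uM NADPH (final) for 5 min at ~22 deg C, then incubated with compound 15 min before 400 uM selenite. A first-read NADPH fluorescence drop versus no-compound background flagged substrates.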
PI4K2A inh: PI4K2A (human) kinase inhibition; activity change, negative = inhibition, % at 76.9 µM; AID 1346378; actives 0.13% (n = 420,000); purified PI4K2A, ADP-Glo luminescence, 1 h; active compounds read low; Q9BTU6; in the data active = activity change below about -50%; inconclusive = mostly about -30% to -49%;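 also: -100% = wells without enzyme as full effect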
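ADP-Glo luminescence measured ADP generated by PI4K2A enzyme (4 ug/mL before mixing) with 1.2 mM PI substrate (pre-mix) and 300 microM ATP (pre-mix). Tris pH7.5 buffer with MgCl2, Triton X-100; 1 h reaction at ambient temperature.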
Starred values were filed as active, the others as inactive; i = inactive; u = inconclusive; x = no result given; [ ] = another dose, or the depositor's remark. Unless noted, calls follow the shape of the dose curve; as a rule, active = well fitted curve in the direction sought with a large enough effect; inconclusive = small, poorly fitted or top-dose-only effect, or another doubt; inactive = no such curve, though single readings can be large; an effect the other way counts as inactive or inconclusive.

SMILES	GLS inh	Pin1 inh	TrxR1 inh	USP1 inh	HP1b chromo inh	IDH1 R132H inh	PGK inhibitor	TrxR1 substrate	PI4K2A inh
COc1ccccc1NC(=O)CSc1ccc2nnc(-c3ccccn3)n2n1	6%	4%	9%	-19%	33%	12%	-4%	4%	-1
Cc1ccccc1CC1(CO)CCCN(C(=O)CCN2CCCO2)C1 (stereo unspecified)	-4%	-7%	21%	-21%	35%	-2%	-8%	3%	-2
CC(C)(C)c1cc(=O)n2c(C#N)c(C#N)nc2[nH]1	0%	2%	-19%	-22%	56%[activator]	8%	16%	87%[activator]	-9
O=C(COC(=O)c1cccc(NS(=O)(=O)/C=C/c2ccccc2)c1)Nc1ccccc1OC(F)F	9%	19%	45%[57.1 µM]	-10%	-3%	2%	0%	7%	-2
NS(=O)(=O)c1ccc(CCNC(=O)CSc2nc3ccsc3c(=O)n2CC(=O)O)cc1	-3%	-4%	8%	-14%	28%	5%	0%	-6%[11.4 µM]	-1
O=c1oc2c3c(ccc2c2ccccc12)OCN(Cc1cccc(Cl)c1)C3	2%	0%	38%[activator]	-6%	14%	29%	-8%	13%	-17
CCc1nc(C)cn1S(=O)(=O)c1ccc([N+](=O)[O-])cc1	11%	0%	6%[57.1 µM]	1%	30%	10%	-2%	-6%[57.1 µM]	-5
COC(=O)[C@]1(Cc2ccccc2)N[C@H](CN(C)C(=O)Nc2ccccc2)[C@@H]2C(=O)N(Cc3ccccc3)C(=O)[C@@H]21	0%	-4%	10%	-22%	32%	-2%[38.3 µM]	-2%	2%	2
O=S(=O)(NNc1cccc(Cl)n1)c1ccc(Cl)cc1	-16%	2%	-2%	-3%	-2%	-6%	2%	-11%	0
COc1ccccc1NCC(=O)N/N=C/c1c(O)ccc2ccccc12	5%	u	17%	-6%	41%[activator]	-16%	0%	6%	0
Cn1c(CCNC(=O)c2ccccc2)nc2cc(NC(=O)C3CCCCC3)ccc21	-2%	0%	11%	-7%	24%	7%	3%	9%	1
COC(=O)CSc1nnc(NC(=O)c2ccc3c(c2)OCO3)s1	-3%	5%	4%	-8%	52%[activator]	-2%	-1%	2%	-2
COc1ccc(COc2cc(-c3cccc(OC)c3)nc3ccc(NC(=O)c4cccnc4)cc23)cc1	4%	2%	5%	-15%	-8%	5%	-5%	2%	-1
CCOC(=O)C1=C(CN2CCN(C(=O)c3ccco3)CC2)NC(=O)NC1c1ccc(OC)cc1 (stereo unspecified)	12%	1%	20%	-14%	37%	-2%	-5%	-2%	-7
O=C(O)c1c(Cl)c(Cl)c(Cl)c(Cl)c1C(=O)N1CCCC1	26%	-16%	3%[57.1 µM]	-19%	54%[activator]	2%	8%	14%[57.1 µM]	1
Cc1ccc(S(=O)(=O)NC(C)C(=O)Nc2cccc([N+](=O)[O-])c2)cc1 (stereo unspecified)	4%	-3%	-2%[57.1 µM]	-4%	6%	18%	6%	7%[57.1 µM]	-1
CCOc1cc(C(=O)N/N=C/c2cn(-c3ccccc3)nc2-c2cc3ccccc3o2)cc(OCC)c1OCC	-3%	-1%	33%	-20%	27%	-5%	-7%	11%	3
N#Cc1nc(-c2ccc(COc3ccc(Cl)cc3)o2)oc1N1CCN(c2ccccc2)CC1	1%	-20%	25%	0%	11%	-9%	-8%	-2%	-1
O=C(CSc1nccn1C1CCCC1)Nc1ccccc1	-2%	5%	13%[57.1 µM]	-18%	37%	x	x	6%[57.1 µM]	3
O=C(COC(=O)c1cc2ccccc2oc1=O)Nc1ccc(F)cc1F	4%	7%	7%	-5%	31%	0%	-4%	3%	-25
NC(=O)c1ccc(SCC(=O)OCC(=O)N2CCCCC2)c([N+](=O)[O-])c1	-2%	-4%	9%	-26%	30%	3%	-1%	-1%	0
CCOc1ccc(CN2C(=O)c3ccccc3Sc3ccc(C(=O)NC)cc32)cc1	-13%	20%	19%	-16%	-5%	0%	i	-6%	-2
O=C(NCCC1=CCCCC1)C1CCC(=O)N(Cc2ccc(Cl)cc2)C1 (stereo unspecified)	-1%	-7%	10%	-20%	24%	10%	-3%	-1%	2
CCC(=O)OC1(C)C(=O)C=C2C=C(C3CC3)OC=C2C1=O (stereo unspecified)	9%	u	-6%[57.1 µM]	-3%	1%	8%	-14%	4%[57.1 µM]	-4
CC(NC(=O)CSCc1ccc(Br)cc1)c1ccccc1 (stereo unspecified)	-2%	2%	12%	-11%	71%[activator]	-5%	-6%	-2%	5

Complete entries, looked up by structure.
Listed for O=C(O)c1c(Cl)c(Cl)c(Cl)c(Cl)c1C(=O)N1CCCC1 = GLS inh: 26%; Pin1 inh: -16%; TrxR1 inh: 3%[57.1 µM]; USP1 inh: -19%; HP1b chromo inh: 54%[activator]; IDH1 R132H inh: 2%; PGK inhibitor: 8%; TrxR1 substrate: 14%[57.1 µM]; PI4K2A inh: 1
Listed for COc1ccc(COc2cc(-c3cccc(OC)c3)nc3ccc(NC(=O)c4cccnc4)cc23)cc1 = GLS inh: 4%; Pin1 inh: 2%; TrxR1 inh: 5%; USP1 inh: -15%; HP1b chromo inh: -8%; IDH1 R132H inh: 5%; PGK inhibitor: -5%; TrxR1 substrate: 2%; PI4K2A inh: -1

Further results:
SMILES	GLS inh	Pin1 inh	TrxR1 inh	USP1 inh	HP1b chromo inh	IDH1 R132H inh	PGK inhibitor	TrxR1 substrate	PI4K2A inh
CSc1ccc(S(=O)(=O)N2CCC(C(=O)NCc3cccnc3)CC2)cc1	-12%	-8%	25%	-6%	5%	25%	-3%	5%	2
CC1=Nc2cc(C(=O)NC3CCCCC3)ccc2Sc2ccc(Cl)cc21	0%	39%[activator]	12%[57.1 µM]	-10%	16%	-14%	7%	-1%[57.1 µM]	0
COc1ccc(Nc2nc(Nc3ccc(OC)cc3)nc(SC3=NCCS3)n2)cc1	-11%	-1%	5%	-13%	6%	-1%	-2%	-8%	0
CCn1c2ccccc2c2nnc(SCC(=O)Nc3ccccc3OC)nc21	6%	0%	-1%[57.1 µM]	-23%	38%	-8%	0%	-3%[57.1 µM]	2
Cc1cccc(N(CC(=O)N2CCCCCC2)S(C)(=O)=O)c1	-2%	-18%	21%	-21%	59%[activator]	9%	u	7%	1
O=C(c1ccccc1Cl)N1N=C(c2ccc(Br)cc2)CC1c1nc2ccccc2[nH]1 (stereo unspecified)	0%	9%	22%[57.1 µM]	-13%	19%	6%	-1%	-1%[57.1 µM]	4
CN(CCc1cnn(C)c1)Cc1cn(C)nc1-c1ccccc1F	-3%	-6%	16%[57.1 µM]	0%	25%	-2%	11%	7%[57.1 µM]	4
N#C/C(=C\c1ccc(O)c(O)c1)S(=O)(=O)c1ccccc1	25%	51%[activator]	u	-8%	u	-2%	-7%	-21%	0
CC(C)CN(C(=O)COC(=O)CN1C(=O)c2ccccc2C1=O)c1c(N)n(Cc2ccccc2)c(=O)[nH]c1=O	-5%	-6%	-2%	-11%	33%	-3%	-2%	-2%[57.1 µM]	-2
Cc1nc(N=C(N)N)nc2ccccc12	-10%	-1%	0%[57.1 µM]	u	35%	-3%	-2%	-2%	-6
COc1cccc(CNC(=S)Nc2cc(C)cc(C)c2)c1	1%	1%	2%[57.1 µM]	-20%	-10%	-12%	2%	-1%[57.1 µM]	5
O=C(CSc1nc2ccccc2s1)c1ccc(O)cc1O	19%	3%	15%	-20%	32%	7%	-10%	-3%	2
Cc1c(Cl)cccc1Nc1nn2c(=O)c3ccc(C(=O)NCCc4ccccc4)cc3nc2s1	-9%	10%	30%	-17%	21%	-10%	-7%	20%	0
Cc1ccc(Oc2ccc(NC(=O)Cn3ccsc3=N)cc2)cc1	3%	-5%	1%	-22%	-7%	-3%	-8%	2%	-3
CCN(CC(=O)N1CCN(c2ccccc2)CC1)S(=O)(=O)c1ccc(C)cc1	15%	-3%	7%[57.1 µM]	-14%	21%	2%	-2%	7%[57.1 µM]	3
COc1cc(C2Nc3ccccc3C(=O)N2Cc2ccco2)ccc1O (stereo unspecified)	x	0%	17%[0.0914 µM]	x	18%[57 µM]	x	x	63%[activator]	x
C=C(C)c1cccc(C(C)(C)NC(=O)Nc2cc(C)ccn2)c1	-4%	6%	6%	-19%	35%	3%	-2%	1%	-3
O=C(Nc1ccccc1-c1nnn(CC(=O)N2CCOCC2)n1)c1ccccc1F	-6%	4%	20%	-23%	68%[activator]	9%	-1%	6%	1
CCc1ccc(CNCCSc2nnnn2C)cc1	-1%	-5%	0%	-8%	18%	5%	i	-3%	0
COc1ccc(/C=C(/NC(=O)c2ccco2)C(=O)Nc2ccc(C(=O)O)cc2)cc1	1%	-1%	2%[57.1 µM]	-8%	14%	4%	6%	0%[57.1 µM]	0
CCOC(=O)c1cccc(NC(=O)c2cc3c(=O)n(C)c4ccccc4c3n2C)c1	3%	11%	45%[activator]	u	33%[activator]	-8%	-4%	21%	8
CCNC(=O)NC(=O)CSc1ccc2ccccc2c1	-12%	0%	37%[57.1 µM]	-3%	u	7%	5%	10%[57.1 µM]	-1
COc1ccc(C(=O)Nc2ccc(C(=O)OCC(=O)c3cccc4ccccc34)cc2)cc1	5%	9%	8%	-11%	27%	0%	-10%	2%	-4
CCOC(=O)c1c(OCCO)nn(-c2ccc(Cl)cc2)c1N	2%	-4%	31%[11.4 µM]	-2%	49%[activator]	11%	-3%	-20%[11.4 µM]	-5

An excerpt; the hit share may differ from the screen's.
